hIAP act – human IAP activators, primary screen, biochemical, luminescence, uHTS | Intestinal-type alkaline phosphatase (Homo sapiens), P09923 | purified human IAP, CDP-Star luminescence, 30 min; hits give high values; 1 = vehicle-only enzyme, 0 = enzyme-free background | activation factor at 10 µM | actives 0.16% (n = 330,000);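 active = activation factor of the enzyme at least 2-fold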; also: the source names both 10 and 20 µM as test concentration; values of inactives mirror those of a sister screen read the other way
hIAP inh – human IAP inhibitors, primary screen, biochemical, luminescence, uHTS | Intestinal-type alkaline phosphatase (Homo sapiens), P09923 | purified IAP, CDP-Star luminescence, 30 min | inhibition, % at 10 µM | actives 0.12% (n = 330,000) | AID 2544, 2010;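 active = inhibition reaching a set limit with compound at 10 µM in the primary screen, cut at about 35% in these data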;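 also: plate controls were DMSO wells with enzyme for no effect and no-enzyme buffer wells for full effect; values of inactives mirror those of a sister screen read the other way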
mIAP block – inhibitors of mouse IAP, primary screen, biochemical, luminescence, uHTS; purified mouse IAP, CDP-Star luminescence, 30 min; inhibition, % at 10 µM; AID 2806, 2010; intestinal alkaline phosphatase [Mus musculus]; actives 0.2% (n = 330,000);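 active = inhibition of at least 40% at 10 µM in the primary screen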;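 also: plate controls were DMSO with enzyme for no effect and no enzyme wells for full effect; values of inactives mirror those of a sister screen read the other way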
ATG4B inhibitor – ATG4B protease inhibitors, primary screen, biochemical, fluorescence, uHTS; inhibition, % at 8.33 µM; actives 0.51% (n = 340,000); ATG4B cleavage of LC3-PLA2, NBD-HPC fluorescence, 1 h; Cysteine protease ATG4B (Homo sapiens), Q9Y4P1; in the data active = inhibition above about 40%
PfGluPho inh – PfG6PD enzyme inhibitors, primary screen, biochemical, fluorescence intensity, uHTS; inhibition, % at 20 µM; actives 0.78% (n = 350,000); glucose-6-phosphate dehydrogenase-6-phosphogluconolactonase (Plasmodium falciparum 3D7); PfGluPho enzyme, NADPH resazurin-diaphorase fluorescence;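 active = inhibition reaching at least a set limit at 20 µM in the primary screen, cut at about 59% in these data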;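 also: 0% = DMSO wells with substrate and 100% = DMSO wells lacking glucose-6-phosphate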
A3A deaminase – APOBEC3A ssDNA deaminase inhibitors, primary screen, selectivity assay for APOBEC3G inhibitor project, biochemical, FAM/TAMRA oligo cleavage fluorescence; DNA dC->dU-editing enzyme APOBEC-3A (Homo sapiens), P31941; recombinant A3A, FAM/TAMRA ssDNA deamination fluorescence; inhibition, % at 20 µM; actives 0.41% (n = 330,000); AID 493011, 2011;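 active = at least 40% inhibition at 20 µM here, with at most 30% in a related deaminase screen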;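 also: plate controls were A3A with DMSO for no effect and wells lacking A3A enzyme for full effect; some results filed as inactive read as strong as hits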
Target sequence (P31941 whole entry, looked up): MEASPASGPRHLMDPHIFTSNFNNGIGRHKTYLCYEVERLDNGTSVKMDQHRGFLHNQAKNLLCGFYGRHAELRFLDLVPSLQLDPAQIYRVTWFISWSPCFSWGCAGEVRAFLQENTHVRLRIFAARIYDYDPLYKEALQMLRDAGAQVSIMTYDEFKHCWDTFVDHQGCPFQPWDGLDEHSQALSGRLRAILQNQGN
mIAP act – activators of mouse IAP, primary screen, biochemical, luminescence, uHTS; intestinal alkaline phosphatase [Mus musculus]; muIAP, CDP-Star luminescence, 30 min; hits give high values; 1 = vehicle-only enzyme signal, 0 = enzyme-free wells; activation factor at 10 µM; actives 0.24% (n = 330,000);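 active = activation factor of at least 2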; also: the source names both 10 and 20 µM as test concentration; values of inactives mirror those of a sister screen read the other way
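also added = chemiluminescent substrate CDP-Star | test system = mouse IAP enzyme | signal = chemiluminescence readout | compound = DMSO-dissolved test compounds | incubation = 30 min at room temperature | benchmarks = DMSO wells, no-enzyme wells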
HKDC1 inh – HKDC1 hexokinase inhibitors, primary screen, biochemical, fluorescence, uHTS. Q2TB90. recombinant HKDC1, G6PDH/diaphorase resazurin coupled fluorescence. inhibition, % at 20 µM. actives 0.16% (n = 340,000). AID 493160, 2011;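 active = inhibition above about 35% when tested at 20 µM, limit read from the data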;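 also: plate controls were DMSO wells with enzyme for no effect and DMSO wells lacking enzyme for full effect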
Target sequence (Q2TB90 whole entry, looked up): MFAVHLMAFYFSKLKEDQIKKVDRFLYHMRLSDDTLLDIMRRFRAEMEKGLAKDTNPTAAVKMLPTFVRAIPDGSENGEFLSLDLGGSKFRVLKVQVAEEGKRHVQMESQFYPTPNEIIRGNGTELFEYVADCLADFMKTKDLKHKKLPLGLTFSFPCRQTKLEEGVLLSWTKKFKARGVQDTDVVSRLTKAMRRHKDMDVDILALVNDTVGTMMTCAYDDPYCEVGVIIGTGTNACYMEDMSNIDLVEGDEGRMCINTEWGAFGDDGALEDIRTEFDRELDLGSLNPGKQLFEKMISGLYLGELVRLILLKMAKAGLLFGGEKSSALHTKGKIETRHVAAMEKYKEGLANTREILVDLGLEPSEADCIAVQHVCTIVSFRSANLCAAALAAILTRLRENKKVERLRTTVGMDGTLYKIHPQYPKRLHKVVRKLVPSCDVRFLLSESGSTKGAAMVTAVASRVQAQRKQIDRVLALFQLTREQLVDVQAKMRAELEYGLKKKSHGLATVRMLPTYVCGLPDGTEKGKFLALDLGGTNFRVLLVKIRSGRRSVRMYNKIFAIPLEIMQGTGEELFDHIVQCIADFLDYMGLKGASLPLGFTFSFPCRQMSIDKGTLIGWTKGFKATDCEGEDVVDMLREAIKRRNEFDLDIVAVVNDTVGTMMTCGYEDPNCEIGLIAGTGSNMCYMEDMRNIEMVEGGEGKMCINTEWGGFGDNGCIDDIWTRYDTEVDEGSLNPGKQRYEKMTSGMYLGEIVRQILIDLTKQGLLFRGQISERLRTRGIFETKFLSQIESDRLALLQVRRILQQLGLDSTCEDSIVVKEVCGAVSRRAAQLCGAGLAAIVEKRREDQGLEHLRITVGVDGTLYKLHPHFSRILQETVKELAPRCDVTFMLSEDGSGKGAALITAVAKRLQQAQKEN
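Assay system – recombinant HKDC1 (HK5) hexokinase enzyme, produced in-house · Input – HKDC1 at 5 µg/mL · Reagent – glucose plus 1 mM ATP as hexokinase substrates · Timing – 90 min reaction incubation at room temperature, dark · Measured by – G6PDH/diaphorase-coupled fluorescence, 1 mM NADP, 100 µM resazurin, 525/613 nm · Benchmarks – DMSO-enzyme wells negative, buffer-substituted wells positive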
Numbers without * were called inactive; nt = not tested or not shown.

SMILES	hIAP act	hIAP inh	mIAP block	ATG4B inhibitor	PfGluPho inh	A3A deaminase	mIAP act	HKDC1 inh
CCOC(=O)c1c(C)oc2c1c(C(c1ccncc1)N1CCOCC1)c(O)c1ccccc12 (configuration not stated)	0.98	2	2	-8	12	-1	0.98	13
Cc1ccc(-c2nnc(Nc3ccc(CC(N)=O)cc3)c3ccccc23)cc1	0.97	3	-8	97*	-10	-1	1.1	-6
Cc1ccc(S(=O)(=O)N(CC(=O)NCc2ccco2)C2CCCCC2)cc1	1.1	-5	1	14	6	5	0.99	-13
CCN1C(=O)C(CC(=O)NCCc2ccccc2)N(NC(=O)c2cccnc2)C1=S (configuration not stated)	1.1	-12	5	-6	-6	1	0.95	-2
CC(C)COc1ccc(C(=O)CCN2CCCCC2)cc1	1.2	-15	-11	8	6	-1	1.1	4
O=[N+]([O-])c1cccn2cc(-c3ccc(Br)cc3)nc12	1	-4	8	3	0	2	0.92	18
COc1cccc(CN2C(=NC(=O)C3CC3)SC3CS(=O)(=O)CC32)c1 (configuration not stated)	1.3	-26	-5	-3	-4	-2	1	-6
CCOC(=O)c1nc(-c2ccccc2)sc1C(C)=O	0.88	12	-4	-8	3	-2	1	2
CC(=O)n1cc(/C=N/NC(=O)c2sc(C)nc2C)c2ccccc21	0.91	9	3	-13	-2	4	0.97	-2
COc1cc(C(=O)Nc2sc3c(c2C(=O)O)CCC(C)C3)cc(OC)c1OC (configuration not stated)	1	-1	2	13	-10	-4	0.98	3
CCN(CC)S(=O)(=O)c1cc(NC(=O)COC(=O)C2CCC2)ccc1C	0.96	4	-2	-10	-2	-3	1	3
Cc1cc(C(F)F)n2nc(C(=O)Nc3sc4c(c3C(N)=O)CCC4)nc2n1	0.96	4	16	-5	19	15	0.84	-2
CCCCn1c(N)c(N(CCOC)C(=O)COC(=O)COc2cc(C)ccc2Cl)c(=O)[nH]c1=O	0.94	6	3	4	-5	25	0.97	-4
CC(=O)c1cccc(NC(=O)Cn2cnc(S(=O)(=O)N3CCc4ccccc43)c2)c1	0.77	23	3	6	16	-4	0.97	2
CC(C)CCNC(=O)c1ccc(Cn2c(=S)[nH]c3ccccc3c2=O)cc1	1.1	-5	6	-9	6	-2	0.94	6
C=CCNC(=S)NC1CC(C)(C)NC(C)(C)C1	0.93	7	-6	0	-18	0	1.1	-11
O=c1cc(CO)oc2ccccc12	1	-1	-6	2	-18	-1	1.1	-5
O=C(COC(=O)C1CCCCC1)Nc1ccc(S(=O)(=O)N2CCOCC2)cc1	0.96	4	-1	-8	7	1	1	-3
Cc1ccc(-n2nc(CC#N)c(C#N)c2N)cc1	1.1	-5	4	-5	-2	6	0.96	-7
O=C(CS(=O)(=O)c1c[nH]c2ccccc12)N1CCCCCC1	1	-3	-8	-1	16	-2	1.1	-10
COc1ccccc1Oc1ccc(S(=O)(=O)N2CCCCC2)cc1NC(=O)CCNC(C)=O	0.98	2	-7	-4	9	58*	1.1	-2
Cc1ccccc1CC(=O)NC1CCCCCC1	1.1	-11	-5	4	-16	-4	1.1	7
O=C(NC1CCCCC1)Oc1cc2oc(=O)sc2cc1Br	0.98	2	60*	1	24	-1	0.4	0
O=C(COC(=O)c1cccc(-n2cnnn2)c1)c1ccc(F)cc1	0.88	12	8	10	6	-4	0.92	-3
Cc1ccc(C(=O)NC(NCc2ccccc2)C(Cl)(Cl)Cl)cc1 (configuration not stated)	1.1	-13	-8	-4	-2	-7	1.1	-6

Compound profiles, from the list above. Order of values: hIAP act	hIAP inh	mIAP block	ATG4B inhibitor	PfGluPho inh	A3A deaminase	mIAP act	HKDC1 inh
Listed for `O=C(COC(=O)c1cccc(-n2cnnn2)c1)c1ccc(F)cc1` = 0.88	12	8	10	6	-4	0.92	-3
Listed for `Cc1cc(C(F)F)n2nc(C(=O)Nc3sc4c(c3C(N)=O)CCC4)nc2n1` = 0.96	4	16	-5	19	15	0.84	-2
Listed for `Cc1ccc(S(=O)(=O)N(CC(=O)NCc2ccco2)C2CCCCC2)cc1` = 1.1	-5	1	14	6	5	0.99	-13

Going on with the list.
SMILES	hIAP act	hIAP inh	mIAP block	ATG4B inhibitor	PfGluPho inh	A3A deaminase	mIAP act	HKDC1 inh
Cc1cccc(N=Nc2c(C)[nH]n(-c3ccccc3)c2=O)c1	1.1	-6	10	-9	6	-3	0.9	0
Cc1ccc(C2=NOC(C)(c3nnc(-c4ccccc4)o3)C2)cc1 (configuration not stated)	0.97	3	13	-9	15	-4	0.87	7
CCOc1ccc(CCN2C(=O)C3C4C=CC(C4)C3C2=O)cc1OCC (configuration not stated)	1	-3	-3	4	-17	-2	1	-3
CCCCN1C(=O)CC(Sc2ncccc2C(=O)O)C1=O (configuration not stated)	1.1	-5	-10	0	-32	-1	1.1	-5
O=C(c1cccs1)c1ccc(-c2cccs2)s1	1	-1	-1	13	18	-3	1	-2
COc1ccc2[nH]c3c(c2c1)CCN1C(=O)C(CC(=O)NCCC2=CCCCC2)C[C@H](C(=O)N2CCCCC2)[C@@]31C (some centres not stated)	nt	nt	-60	-3	15	0	1.5	7
Cc1[nH]c2ccccc2c1C(=O)CSC(=S)N(C)C	1.2	-17	2	-17	14	4	0.98	-6
CCOC(=O)Cc1nnc(NC(=O)CSc2ncc(-c3ccccc3)nn2)s1	1.1	-5	5	-7	1	-1	0.95	-3
O=C1C2CC=C(Cl)CC2C(=O)N1CCc1ccccc1 (configuration not stated)	0.85	15	2	21	1	5	0.98	-5
O=C(CC1C(=O)NCCN1C(=S)Nc1ccccc1)Nc1ccc(F)cc1 (configuration not stated)	1.1	-8	-3	5	0	0	1	-9
COc1cc(CN(C(=S)NCC(=O)O)C2CCCC2)cc(OC)c1OC	1	-1	2	-6	13	-1	0.98	-3
CC(OC(=O)CC1CC2CCC1C2)C(=O)Nc1ccc(C(N)=O)cc1 (configuration not stated)	0.98	2	-13	-7	-3	5	1.1	-5
CC(NC(=O)c1cc(S(=O)(=O)N2CCCC2)ccc1Cl)c1ccccn1 (configuration not stated)	1	-5	-5	-31	15	-1	1	-7
COC(=O)CCC(=O)OC1(C)C(=O)C=C2C=C(C3CC3)OC=C2C1=O (configuration not stated)	0.98	2	14	nt	nt	3	0.86	nt
COc1ccc(-c2nnn(CC#N)n2)cc1OC	1.2	-23	-6	-2	9	-6	1.1	-2
Cc1ccc(-c2noc(CCCC(=O)N3CCOCC3)n2)cc1	0.77	23	-2	-8	-5	-4	1	-6
CCOc1ccc(NC(=O)c2ccco2)c([N+](=O)[O-])c1	1	-1	5	-5	8	6	0.95	-9
OCCC1CN(Cc2cc3c(cc2Cl)OCO3)CCN1C1CCCC1 (configuration not stated)	1.1	-7	-13	-1	-9	-5	1.1	-3
O=C(NC1CCCN(CCc2ccccc2)C1)c1c[nH]c2ccccc12 (configuration not stated)	1.3	-33	-19	-5	1	-8	1.2	6
COc1cc2ccccc2cc1C(=O)O	0.91	9	-1	-10	5	5	1	9
CC(C)(C)NC(=S)N1CCC(C(=O)c2ccc(Cl)cc2)CC1	0.93	7	-4	2	-14	-5	1	-3
Cc1c(NC(=S)NC(=O)c2ccccc2)c(=O)n(-c2ccccc2)n1C	1.1	-6	8	4	-11	-3	0.92	-4
O=C(O)c1ccccc1NC(=S)NC(NC(=O)c1ccccc1[N+](=O)[O-])C(Cl)(Cl)Cl (configuration not stated)	1.1	-13	21	-13	-1	-4	0.79	2
CCN1C(=O)C(F)(CC)C(=O)c2ccccc21 (configuration not stated)	0.81	19	-7	-2	-3	-2	1.1	-10
Cn1c(=O)[nH]c(=O)c2c1nc(N1CCc3ccccc3C1)n2CCSc1nc2ccccc2s1	1.2	-18	6	-1	-4	0	0.94	-2

Additional results.
SMILES	hIAP act	hIAP inh	mIAP block	ATG4B inhibitor	PfGluPho inh	A3A deaminase	mIAP act	HKDC1 inh
COc1cccc(Nc2ccc(Nc3cccc(OC)c3)nn2)c1	1.1	-8	5	-15	29	1	0.95	2
COc1ccc(CN(CCC(c2ccccc2)c2ccco2)C(=O)c2ccco2)cc1 (configuration not stated)	0.83	17	7	9	16	-2	0.93	6
CCC(C)NC(=O)N[C@@H](CCSC)C(=O)O (some centres not stated)	1.3	-35	1	-6	12	-4	0.99	3
C#CCNC(=O)C1=C[C@H](c2coc3ccccc3c2=O)C[C@H](OCc2ccc(CO)cc2)O1	0.83	17	-2	0	9	-2	1	-1
C/C(=N/NS(=O)(=O)c1ccc(Cl)cc1)c1ccncc1	1.2	-16	-3	-5	19	0	1	0
CCCC1(C(=O)O)NC(c2ccccc2O)C2C(=O)N(Cc3ccccc3)C(=O)C21 (configuration not stated)	1.5	-52	-7	1	-4	0	1.1	-2
Cn1c(=O)oc2cc(S(=O)(=O)N3CCN(c4cccc(Cl)c4)CC3)ccc21	0.98	2	3	-2	-17	-2	0.97	1
O=C(NCc1ccco1)C(=O)NCC1OCCCN1S(=O)(=O)c1ccc(Cl)cc1 (configuration not stated)	1	-2	4	-9	-12	-3	0.96	-11
CC(/C=C1\SC(=S)N(NC(=O)c2cccc(O)c2)C1=O)=C\c1ccccc1	0.94	6	35	32	-4	2	0.65	9
N#Cc1ccc(CSc2nnc(NC(=O)C3CCCO3)s2)cc1 (configuration not stated)	0.95	4	5	-3	-23	1	0.95	-2
Cc1nc2cc(NC(=O)c3ccc(N4C(=O)CCC4=O)cc3)ccc2s1	1.2	-22	-11	-10	6	-3	1.1	-6
CCSC1=NCCN1C(=O)c1ccc(S(=O)(=O)N(CC)CC)cc1	1	-1	-3	-5	-10	1	1	-7
CCCCCOc1ccc(NC(=O)C2OC3OC(C)(C)OC3C3OC(C)(C)OC23)cc1 (configuration not stated)	1.1	-6	16	-3	11	-1	0.84	-6
O=C(O)CCN1C(=O)/C(=C\c2ccncc2)SC1=S	1.8	-78	9	0	-17	-4	0.91	-10
CC(C)CCNC(=O)c1ccc(NC(=O)C2=CSCCO2)cc1	1	-4	4	10	-8	-4	0.96	-4
COc1ccc(NC2CCCN(C(=O)CCCn3cncn3)C2)cc1 (configuration not stated)	0.97	3	0	nt	nt	-4	1	nt
N#Cc1ccsc1NC(=O)c1ccc(Cl)c([N+](=O)[O-])c1	1.2	-16	2	8	-4	-10	0.98	19

Part of the list above, in markdown.
| mol | hIAP act | hIAP inh | mIAP block | ATG4B inhibitor | PfGluPho inh | A3A deaminase | mIAP act | HKDC1 inh |
| --- | --- | --- | --- | --- | --- | --- | --- | --- |
| COc1ccc(CN(CCC(c2ccccc2)c2ccco2)C(=O)c2ccco2)cc1 (configuration not stated) | 0.83 | 17 | 7 | 9 | 16 | -2 | 0.93 | 6 |
| Cc1nc2cc(NC(=O)c3ccc(N4C(=O)CCC4=O)cc3)ccc2s1 | 1.2 | -22 | -11 | -10 | 6 | -3 | 1.1 | -6 |
| COc1cccc(Nc2ccc(Nc3cccc(OC)c3)nn2)c1 | 1.1 | -8 | 5 | -15 | 29 | 1 | 0.95 | 2 |
| CCSC1=NCCN1C(=O)c1ccc(S(=O)(=O)N(CC)CC)cc1 | 1 | -1 | -3 | -5 | -10 | 1 | 1 | -7 |
